# Source: PubChem BioAssay
# HIF act – HIF pathway transcriptional activation. activation, % at 7.5 µM (by protocol). AID 1910. U2OS HRE-luciferase reporter, luminescence; normalized: DMSO 0%, desferrioxamine 100%. hit rate 0.32% among 300,000;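 active = mean activation of at least 10% of the iron chelator positive control signal, with at least half of replicates also reaching 10%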
# PolyA inhibitor – yeast polyadenylation inhibition; S. cerevisiae SKY197-pL101 polyadenylation reporter, beta-gal luminescence; efflux-impaired pdr1/pdr3 knockout yeast; score 100 = 6 SD above DMSO; calls only at 12 µM; hit rate 0.02% among 300,000; AID 1875;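 active = lowest replicate activity score at least 50, where 100 means six control SD above control mean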;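 note: yeast exposed to compound for 9 h at 30 °C; higher score means more reporter readthrough which indicates perturbed polyadenylation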
# TRPC6 act – mouse TRPC6 channel activation. Q61143. HEK293-TRPC6 membrane potential dye fluorescence; stronger effect = higher value. B-score at 10 µM. hit rate 0.13% among 310,000. AID 2550;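 active = B-score of the integrated fluorescence ratio above library mean plus 3 SD, and starting fluorescence ratio within library mean plus 5 SD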;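 note: higher score means more depolarization so channel activation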
# MrgX1 PAM – human MrgX1 positive allosteric modulation, primary screen. B-score at 10 µM. hit rate 0.63% among 310,000. Q96LB2. MrgX1-HEK293, Fluo-4 calcium flux, FDSS; stronger effect = higher value;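 active = plate-corrected calcium response at least 3 library SD above typical, normal starting fluorescence, not activating the receptor alone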;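 note: compound read alongside a low EC10 to EC30 dose of BAM8-22 agonist; peak minus trough fluorescence over baseline measured at the second addition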
# Target sequence (Q96LB2 whole entry, looked up): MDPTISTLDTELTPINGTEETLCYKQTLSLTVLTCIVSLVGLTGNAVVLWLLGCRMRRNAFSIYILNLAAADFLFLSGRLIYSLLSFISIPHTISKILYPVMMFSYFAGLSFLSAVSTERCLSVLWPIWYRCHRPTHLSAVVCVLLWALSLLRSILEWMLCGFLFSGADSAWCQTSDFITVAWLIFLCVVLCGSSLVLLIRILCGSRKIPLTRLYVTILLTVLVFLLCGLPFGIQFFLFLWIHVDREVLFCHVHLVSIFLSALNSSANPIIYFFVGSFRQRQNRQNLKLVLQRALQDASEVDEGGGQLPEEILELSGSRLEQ
# AI-2 QS modul – modulators of Vibrio harveyi AI-2 quorum sensing system; Vibrio harveyi JMH597 AI-2 luminescence/OD600 ratio, 9 h; stronger effect = lower value; strain lacks LuxN and CqsS sensors; 0 = neutral-control median; hit rate 0.4% among 300,000; activity change, % at 7.5 µM; in the data active = activity change below about -75%, passing the limit was not always enough;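 note: luminescence divided by OD600 gain over 9 h not by final OD600 alone; inactives centre near 13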
# TRPC4 PAM – allosterically enhances the mouse TRPC4 cation channel; HEK293 TRPC4beta/mu-opioid, DAMGO EC20, Fluo-4 Ca2+ flux; stronger effect = higher value; B-score at 10 µM; hit rate 0.42% among 310,000;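 active = B-score of calcium response area above 5 SD of library B-scores, with initial fluorescence ratio within 5 SD of library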;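 note: B-score of integrated fluorescence ratio over time as area under calcium response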
# TRPC4 inh – TRPC4 (mouse) channel inhibition | HEK293 TRPC4beta/mu-opioid, DAMGO-evoked Fluo4 calcium flux; stronger effect = lower value | B-score at 10 µM | hit rate 0.39% among 300,000;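 active = B-score over 3 SD under the library average, no early fluorescence shift, positive overall ratio signal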
#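 Test system – stable TRPC4beta/mu-opioid receptor HEK293 cells · Probe or stimulus – DAMGO, a submaximal dose followed by a maximal one · Dosing – one concentration per compound · Signal – Fluo4 calcium fluorescence by kinetic imaging, 5 s 1 Hz baseline · Evaluation – per-well B score of integrated baseline-normalized Fluo4 ratio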
# MrgX1 antag – human MrgX1 receptor antagonism, primary screen; Q96LB2; MRGX1-HEK293 calcium flux, Fluo-4, BAM8-22 antagonism; stronger effect = lower value; B-score at 10 µM; hit rate 1.3% among 310,000; AID 588676;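 active = calcium-response B-score plate-corrected more than 3 library SD below zero, starting fluorescence within 5 deviations, no agonist response on first addition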;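 note: peak minus trough fluorescence over baseline after final BAM8-22 challenge near maximal dose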
# MrgX1 ag – agonists of human MrgX1 receptor. Q96LB2. MrgX1-HEK293 cells, Fluo-4 calcium fluorescence, agonist mode; stronger effect = higher value. B-score at 10 µM. hit rate 0.44% among 310,000. AID 588627;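 active = calcium response B-score plate-corrected fluorescence ratio at least 3 library SD, with starting fluorescence B-score inside 5 SD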
#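 System: HEK293 cells stably expressing human MrgX1 receptor; Dosing: test compound in the initial addition of three; Schedule: overnight plating, then 30 min 37 °C plus 30 min room-temperature dye loading; Detection: kinetic calcium dye fluorescence, Fluo-4 NW; Controls: per-plate positive and negative controls for Z′ factor.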
# TRPC6 inhibitor – blocks the mouse TRPC6 cation channel; hit rate 1.1% among 310,000; Q61143; B-score at 10 µM; AID 2553; HEK293-TRPC6, membrane potential dye, ACh-evoked depolarization; stronger effect = lower value;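 active = B-score under library mean minus 3 SD, initial fluorescence not abnormally high, positive integrated signal ratio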;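 note: B-score derived from integrated fluorescence ratio over the kinetic read; more negative B-score means stronger inhibition of depolarization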
# TRPC4 act – activators of mouse TRPC4 channel; Q9QUQ5; HEK293 TRPC4beta/mu-opioid, Fluo4 calcium fluorescence; stronger effect = higher value; B-score at 10 µM; hit rate 0.49% among 310,000;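 active = B-score above 5 SD of library B-scores, and initial fluorescence ratio not above library mean plus 5 SD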;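 note: positive B-score marks a calcium rise read as TRPC4 activation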
#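 Assay system: HEK293 stable line with TRPC4beta plus mu-opioid receptor. Times: dye 45 min RT, read 110 s. Measured by: kinetic Fluo4 calcium fluorescence. Measure: B score of integrated ratio. Controls: assay buffer as low control, maximal DAMGO as high control.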
# An asterisk follows results filed as active; i = inactive; / = no result given.
compound | TRPC6 act | TRPC4 PAM | MrgX1 ag | TRPC6 inhibitor | TRPC4 inh | HIF act | MrgX1 antag | PolyA inhibitor | MrgX1 PAM | AI-2 QS modul | TRPC4 act
CCN1CCN(Cc2c(C(=O)N/N=C(\C)c3ccc(Cl)c(Cl)c3)nnn2-c2nonc2N)CC1 | i | i | i | i | i | 0.2 | i | i | i | 2 | i
CCN1C(=O)N[C@@H](c2cccc(C(F)(F)F)c2)C(C(=O)OC)=C1C | i | i | i | i | i | -2.4 | i | i | i | 24 | i
COc1ccc(-c2n[nH]c3c2CN(C(=O)c2ccccc2)CC3)cc1 | i | i | i | i | i | -0.1 | i | i | i | 1 | i
CCOC(=O)C(=CNc1cc(Cl)c(-c2ccco2)c(Cl)c1)C(=O)OCC | i | i | i | i | i | -0.1 | i | i | i | -8 | i
CS(=O)(=O)N(Cc1ccccc1)c1ccc(C(=O)Nc2ccc3c(c2)OCO3)cc1 | i | i | i | i | i | -0.7 | i | i | i | 8 | i
COc1ccc(C(=O)N(C)Cc2ccc(C)o2)cc1OC1CCN(C(C)=O)CC1 | i | i | i | i | i | -0.3 | i | i | i | 39 | i
Cc1ccc(SC(C)C(=O)NCc2cccnc2)cc1 (stereo not given) | i | i | i | i | i | -0.3 | i | i | i | 1 | i
CCCCn1c(N)c(N(CC)C(=O)c2cc(C)cc(C)c2)c(=O)[nH]c1=O | i | i | i | i | i | 1.6 | i | i | i | 0 | i
Clc1ccc(Nc2c3c(nc4ncnn24)CCC3)cc1 | i | i | i | i | i | 0.2 | i | i | i | 8 | i
CCCCN=C(C)C1=C(O)CSC1=O | i | i | i | i | i | -0.5 | i | i | i | 2 | i
Cc1cc(C)cc(-c2nc(-c3ccncc3)no2)c1 | i | i | i | i | i | 2.5 | i | i | i | 41 | i
CN(Cc1ccccc1Cl)C(=O)C1CCC(=O)N(CCc2cccc(F)c2)C1 (stereo not given) | i | i | i | i | i | 0.2 | i | i | i | 18 | i
CN(C)c1nnnn1Cc1ccc(Cl)cc1Cl | i | i | i | i | i | -0.1 | i | i | i | -9 | i
S=C1NCN(Cc2ccco2)CN1c1cccc2ccccc12 | i | i | i | i | i | / | i | i | i | -2 | i
C=CCn1c(NC(C)c2cc(Cl)ccc2O)nc2ccccc21 (stereo not given) | i | i | i | i | -6* | -0.1 | i | i | i | 11 | i
CCCOc1c(OC)cc(Cl)cc1C1NC(=O)NC(C)=C1C(=O)NCc1ccccc1 (stereo not given) | i | i | i | i | i | 0.2 | i | i | i | 27 | i
CCOC(=O)/C(=N\Nc1ccccc1Cl)N1CCN(c2ccccc2OC)CC1 | i | i | i | i | i | -0.8 | i | i | i | 12 | i
COc1cc(C(=O)Nc2ccc3c(c2)C(=O)N(CCC(=O)O)C3=O)cc(OC)c1OC | i | i | i | i | i | -0.6 | i | i | i | 6 | i
C/C(CC(C)C)=N\NC(=O)Nc1ccccc1 | i | i | i | i | i | 0.8 | i | i | i | 5 | i
COc1ccc(/C=N/n2cnnc2SCc2ccccc2)cc1 | i | i | i | i | i | -0.2 | i | i | i | -17 | i
O=C(COc1nsnc1N1CCOCC1)Nc1ccc(Br)cc1 | i | i | i | i | i | 0.2 | i | i | i | 2 | i
O=C(NC(=S)Nc1cc(-c2nc3ccccc3[nH]2)ccc1Cl)c1ccc2c(c1)OCO2 | i | i | i | i | i | 0.4 | i | i | i | 13 | i
COc1ccc(N2CCN(C(=O)c3ccc(COc4ccc([N+](=O)[O-])cc4)o3)CC2)cc1 | i | i | / | i | i | 0.1 | / | i | / | 30 | i
COc1ccccc1NC(=O)Nc1nc(CC(=O)Nc2ccccc2F)cs1 | i | i | i | i | i | -0.2 | i | i | i | 3 | i
O=c1[nH]c(CSc2nnc(COc3ccccc3)n2-c2ccccc2)nc2ccccc12 | i | i | i | i | i | 0.3 | i | i | i | 1 | i
Brc1cccc(CNCc2cccs2)c1 | i | i | i | i | i | 0.2 | i | i | i | 14 | i
CCOC(=O)CN(C(=O)CSc1nnc(-c2ccncc2)n1CCCOC)c1ccccc1 | i | i | i | i | i | -0.2 | i | i | i | 23 | i
Cc1ccc(C(=O)N2CCN(S(=O)(=O)c3ccc(Br)cc3)CC2)o1 | i | i | i | i | i | 0.1 | i | i | i | 5 | i
COc1ccc(/C=C/C(=O)NNc2cc(=O)n(C)c(=O)n2C)cc1OC | i | i | i | i | i | -0.4 | i | i | i | 13 | i
CCn1nnc(NC(=O)c2ccco2)n1 | i | i | i | i | i | -0.2 | i | i | i | 10 | i
CC(=O)c1c(C)n(CC(=O)NCc2ccco2)c2ccccc12 | i | i | i | i | i | -0.9 | i | i | i | 23 | i
COC(=O)c1ccccc1NC(=O)/C=C/c1ccco1 | i | i | i | i | i | 1.0 | i | i | i | 8 | i
COc1ccccc1CNC(=O)[C@H](C)NC(=O)C1CCN(C(=O)[C@@H](N)CCSC)CC1 | i | i | i | i | i | 0.3 | i | i | i | 18 | i
C=CCOC(=O)C1=C[C@H](c2ccc(Br)cc2)C[C@H](OCc2ccc(CO)cc2)O1 | i | i | i | i | i | 0.4 | i | i | i | 13 | i
Cc1cccc(C(=O)Nc2nnc(S(=O)(=O)N(C)Cc3ccco3)s2)c1 | i | i | i | i | i | 1.0 | i | i | i | 10 | i
O=S1(=O)CCC(n2nccc2-c2ccccc2)C1 (stereo not given) | i | i | i | i | i | -1.3 | i | i | i | 4 | i
N#Cc1ccsc1NC(=O)COC(=O)c1ccc2ccccc2c1 | i | i | i | i | i | 1.5 | i | i | i | -6 | i
CC(C)(C)c1nnc(NC(=O)c2cccnc2Cl)s1 | i | i | i | i | i | -0.4 | i | i | i | 14 | i
O=C(CCCCl)NC(=S)Nc1ccc(CN2CCOCC2)cc1 | i | i | i | i | i | 4.4 | i | i | i | 5 | i
Cc1onc(-c2ccccc2Cl)c1C(=O)N1CCN(c2cccc(Cl)c2)CC1 | i | i | i | i | i | 1.5 | i | i | i | -6 | i
N/C(=N\OC(=O)c1ccc(Cl)cc1[N+](=O)[O-])c1cccnc1 | i | i | i | i | i | 3.0 | i | i | i | -22 | i
Cc1ccc2c(N)c(C)ccc2c1 | i | i | i | i | i | -0.1 | i | i | i | 12 | i
O=C1Nc2cc(Cl)c(Cl)cc2N(O)N1c1ccccc1Cl | i | i | i | i | i | 0.1 | i | i | i | 9 | i
CCCCC(=O)Nc1cccc(C(=O)N/N=C/c2ccc(OC)cc2OC)c1 | i | i | i | i | i | 0.6 | i | i | i | 3 | i
C=CSc1sc(Cl)c(N(C)C)c1[N+](=O)[O-] | i | i | i | i | i | -0.2 | i | i | i | 22 | i
COc1ccc(N=Nc2c(C)n[nH]c2C)cc1 | i | i | i | i | i | 0.9 | i | i | i | 12 | i
O=C(Cc1cccs1)NCCn1ccc2ccccc21 | i | i | i | i | i | 0.0 | i | i | i | 17 | i
Cn1c(=O)c2c(ncn2CC(=O)N/N=C/C=C/c2ccco2)n(C)c1=O | i | i | i | i | i | 0.0 | i | i | 18* | 25 | i
CCOC(=O)N1CCN(C(=O)c2cccc(-n3c(=S)[nH]c4cc(Cl)ccc4c3=O)c2)CC1 | i | i | i | i | i | 0.0 | i | i | i | -8 | i
Cc1cccc(OCC(=O)NNC(=O)Cn2c(=O)cnc3ccccc32)c1 | i | i | i | i | i | 0.0 | i | i | i | 7 | i
O=C(COC(=O)c1ccc(Cl)c(S(=O)(=O)N2CCCC2)c1)NC1CCCC1 | i | i | i | i | i | -0.1 | i | i | i | 7 | i
CS(=O)(=O)Nc1ccc(C(=O)NCc2ccco2)cc1 | i | i | i | i | i | 0.0 | i | i | i | 29 | i
COc1ccccc1OCCn1cc(/C=N/NC(=O)c2ccncc2)c2ccccc21 | i | i | i | i | i | 0.1 | i | i | i | 16 | i
CCSc1nnc(NC(=O)c2ccco2)s1 | i | i | i | i | i | 1.0 | i | i | i | 34 | i
O=C(c1ccco1)N1CCN(Cc2cc(=O)c(OCc3cccc(Cl)c3)co2)CC1 | i | i | i | i | i | -0.8 | i | i | i | 18 | i
C1CCC2=NCCCN2CC1 | i | i | i | i | i | 0.0 | i | i | i | 14 | i
CCOC(=O)C1(Cc2cccc(OC)c2)CCCN(Cc2c(C)nn(C(C)C)c2C)C1 (stereo not given) | i | i | i | i | i | -0.1 | i | i | i | 23 | i
COc1cc(C(=O)NCCc2ccc(S(=O)(=O)N3CCCC3)cc2)cc(OC)c1OC | i | i | i | i | i | -0.5 | i | i | i | 29 | i
O=C(CCNC(=O)c1ccc([N+](=O)[O-])cc1)Nc1ccc(F)cc1 | i | i | i | i | i | -28 | i | i | i | 13 | i
CCOC(=O)N1CCN(C(=O)Cn2ccc3c(OC)cccc3c2=O)CC1 | i | i | i | i | i | -0.1 | i | i | i | 4 | i

# Further records.
compound | TRPC6 act | TRPC4 PAM | MrgX1 ag | TRPC6 inhibitor | TRPC4 inh | HIF act | MrgX1 antag | PolyA inhibitor | MrgX1 PAM | AI-2 QS modul | TRPC4 act
COc1ccc(C)cc1NC(=O)C(OC(=O)CNC(=O)c1ccc(Br)cc1)c1ccccc1 (stereo not given) | i | i | i | i | i | 0.0 | i | i | i | 17 | i
Cc1ccc(C)n1-c1cccc(C(=O)O)c1 | i | i | i | i | i | 0.5 | i | i | i | 6 | i
O=C(c1cnn2c(-c3ccccc3)cc(-c3ccccc3)nc12)N1CCN(Cc2ccccc2)CC1 | i | i | i | i | i | -0.5 | i | i | i | -11 | i
CC1Cc2ccccc2N1C(=O)Cn1c(=O)cc(O)c2ccccc21 (stereo not given) | i | i | i | i | i | -1.3 | i | i | i | 22 | i
CCCCn1c(CNC(=O)CCC)nc2ccccc21 | i | i | i | i | i | 0.0 | i | i | i | 26 | i
CCN(CC)S(=O)(=O)c1cccc(C(=O)OCC(=O)NC(C)c2ccccc2)c1 (stereo not given) | i | i | i | i | i | -0.3 | i | i | i | 15 | i
CCOC(=O)c1c(=O)n(O)c2ccc(OC)cc2[n+]1[O-] | i | i | i | i | i | -0.6 | i | i | i | 39 | i
COc1cc(/C=C2\CCOC2=O)cc(OC)c1OC | i | i | i | i | i | -14 | i | i | i | 29 | i

# These rows are one share of the data; the hit share may differ from the screen's.
